# TNAP activators = human TNAP enzyme activators, primary screen, biochemical, luminescent, no phosphate acceptor, uHTS (AID 1001); 0.03% of 200,000 active; purified TNAP, luminescent activation assay, no phosphate acceptor; higher activation fold means a stronger effect; activation fold at 20 µM; hits with a dose series show EC50 in µM; in the data active = activation fold from about 3, or a potency from the dose series; inactive = the rest, 99 in 100 with activation fold below about 1.6; also: many of its hits are not listed in these tables
# Insulin prom up = MIN6 insulin promoter up-regulation. MIN6 insulin promoter-GFP reporter, high-content imaging; stronger effect = higher value. z-score at 5 µM. AID 1625. 0.3% of 190,000 active;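 active = z-score above 3 at 5 µM with at least 500 cells counted in the well; inconclusive = wells under 500 cells, flagged as cytotoxic or low count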
# human PMI inhibition = inhibitors of human PMI, primary screen, biochemical, fluorescence intensity, coupled assay (AID 1209) | 0.42% of 190,000 active | inhibition, % at 20 µM, or IC50 in µM where a hit was titrated | purified PMI enzyme, coupled fluorescence intensity; higher % means a stronger effect;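 also: plate controls were DMSO vehicle for no effect and wells lacking substrate for full effect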
# PMI inhibition = human PMI inhibitors, high substrate, primary screen, biochemical, fluorescence intensity, high mannose 6-phosphate (AID 1220) | recombinant PMI enzyme, coupled fluorescence intensity; higher % means a stronger effect | inhibition, % at 20 µM; hits with a dose series show IC50 in µM | 0.66% of 190,000 active
# RSV CPE inhibition = RSV antiviral activity via CPE protection, HEp-2 cells, primary 10 µM value included (AID 2391); 0.13% of 310,000 active; CPE inhibition, % at 10 µM; hits with a dose series show IC50 in µM; HEp-2 cells, RSV-induced CPE inhibition; higher % means a stronger effect; in the data active = a potency from the dose series; inconclusive = CPE inhibition mostly from about 23% at the one dose, without a potency; inactive = the rest, 99 in 100 with CPE inhibition below about 21%; also: strong numbers were not always called active
# ER stress rescue = protection against thapsigargin-triggered cell killing – 384-well, CSM14.1, ATP luminescence, primary screen (AID 1222); CSM14.1 thapsigargin-induced death rescue, ATP luminescence; higher % means a stronger effect; cellular ATP content (survival), % at 20 µM, or EC50 in µM where a hit was titrated; 190,000 tested, under 10 active;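 active = EC50 below 50 µM in the dose-response confirmation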;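 also: death triggered by thapsigargin at about 15 µM added after 2 h compound pretreatment; cell ATP read after overnight thapsigargin exposure of roughly 18 to 22 hours; normalized against plate controls of thapsigargin alone and 5% DMSO vehicle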
# West Nile virus CPE = West Nile virus antiviral activity, cell-based, CPE readout (AID 1621) | CPE inhibition, % at 10 µM; hits with a dose series show IC50 in µM | West Nile virus-infected cells, CPE inhibition; higher % means a stronger effect | 0.02% of 290,000 active; in the data active = a potency from the dose series; inconclusive = CPE inhibition mostly from about 3.7% at the one dose, without a potency; inactive = the rest, 99 in 100 with CPE inhibition below about 2.2%; also: strong numbers were not always called active
# Large T inhibition = TAg ATPase/helicase activity blockers – biochemical (AID 1903); SV40 large T antigen ATPase/helicase inhibition assay; higher % means a stronger effect; inhibition, % at 20 µM; hits with a dose series show IC50 in µM; 0.39% of 310,000 active; in the data active = a potency from the dose series; inconclusive = inhibition mostly from about 32% at the one dose, without a potency; inactive = the rest, 99 in 100 with inhibition below about 32%; also: strong numbers were not always called active
# PhoP inhibition = inhibitors of PhoP regulon expression, primary screen, Salmonella Typhimurium, GFP reporter (AID 1863); S. Typhimurium PhoP-regulated promoter GFP reporter, 4 h; higher % means a stronger effect; 0.16% of 300,000 active; inhibition, % at 50 µM, or IC50 in µM where a hit was titrated;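 active = inhibition over 29.93%, a cutoff 3 SD above the screen mean, later confirmed by dose response; inconclusive = inhibition over 29.93% but no dose response follow-up; inactive = inhibition at most 29.93% or unconfirmed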;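 also: 0% = low Mg2+ inducing control and 100% = high Mg2+ repressing control; strong numbers were not always called active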
# Insulin prom up cell count = recorded beside Insulin prom up, whose call it bears; cell count; measured here: cytotoxicity, nuclei count;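 total cells summed across four imaged fields per well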
# Starred values were filed as active, the others as inactive; ? = inconclusive; / = not tested or not shown. Rule as the data show it, unless noted: active = inhibition above about 50%; inactive = the rest.
# Each structure is followed by: ER stress rescue, PMI inhibition, Large T inhibition, West Nile virus CPE, human PMI inhibition, PhoP inhibition, Insulin prom up cell count, TNAP activators, RSV CPE inhibition, Insulin prom up
O=C(CCC1CCCN(Cc2cccc3c2OCO3)C1)NCc1ccc(F)c(F)c1 (stereo not given)
    -1.2%, -3%, 4%, -1.6%, 4%, 3%, /, 1.1, -0.1%, /
COc1ccc(CN2CCN(Cc3ccco3)CC2)cc1OC
    /, /, 13%, 0.7%, /, -3%, /, /, 0.9%, /
O=C(CCCN1C(=O)c2ccccc2C1=O)NCCCn1ccnc1
    -0.6%, 15%, 7%, -0.5%, 7%, -6%, 1259, 1.1, 1.2%, 0.7
CCOC(=O)C1CCN(Cc2ccc(C(=O)OC)cc2)CC1
    -1.8%, 16%, 15%, -0.4%, 28%, 4%, 1237, 1.1, 0.0%, -0.11
CC(=O)NCCN=C(C)c1sc2ccccc2c1O
    2.3%, 14%, 5%, 0.9%, 13%, -14%, 598, 1, 2.5%, -3.1
O=C(Nc1ccc2c(c1)CCC2)c1ccc(Br)s1
    0.9%, 5%, 4%, -0.5%, 12%, -9%, 1682, 1.1, ?, -0.66
Cc1cc(CNCc2c(C(=O)N(C)Cc3ccccc3)nc3ccccn23)nn1C
    -0.8%, 11%, 1%, -0.3%, 13%, 4%, 1496, 1.1, 1.6%, -0.65
COc1ccc2c(CC(=O)OCC(=O)Nc3cccc(S(N)(=O)=O)c3)coc2c1
    /, /, 12%, 0.5%, /, 5%, 1009, /, -0.2%, 1.9
CC(C)C(C)NC(=O)COC(=O)c1cccc(C(=O)OCC(=O)NC(C)C(C)C)n1 (stereo not given)
    0.3%, 32%, 0%, -0.6%, 22%, 7%, 1206, 1.6, -0.4%, -0.38
O=C1Nc2ccccc2O/C1=C\c1ccccc1
    /, /, 3%, 0.8%, /, -7%, /, /, 1.5%, /
C=C(C)CSc1nnc(-c2cccc(S(=O)(=O)N(C)C)c2)n1-c1cc(OC)ccc1OC
    -0.6%, 10%, 8%, -0.8%, 7%, -1%, 1660, 0.9, 2.0%, -1.1
CN1CCN(S(=O)(=O)c2ccc(-c3noc(C4CCN(S(C)(=O)=O)CC4)n3)cc2)CC1
    -1.0%, 2%, 9%, -0.3%, 6%, -6%, 1102, 1.1, -0.1%, -1.5
Cc1[nH]c2ccccc2c1C(=O)C(=O)Nc1ccc2c(c1)OCO2
    /, /, 12%, 0.0%, /, -6%, /, /, -0.2%, /
CC(Oc1ccc(Cl)cc1Cl)C(=O)Nc1ccc2oc(-c3ccncc3)nc2c1 (stereo not given)
    -1.9%, 17%, 25%, -1.1%, 16%, -11%, 1312, 1.1, 12%, 1.2
N#C/C(=C1\CCCN1)c1nc2ccccc2c(=O)[nH]1
    -0.2%, 6%, 8%, -0.2%, 5%, -10%, 1446, 1.1, 1.8%, 0.47

# Next entries follow:
# Each structure is followed by: ER stress rescue, PMI inhibition, Large T inhibition, West Nile virus CPE, human PMI inhibition, PhoP inhibition, Insulin prom up cell count, TNAP activators, RSV CPE inhibition, Insulin prom up
COc1ccc(NC(=O)C2=CCN(S(=O)(=O)c3ccccc3)CC2)cc1OC
    /, /, 11%, 0.1%, /, /, 997, /, 0.6%, 0.9
COc1ccc(C2CC(c3ccccc3)n3nc(NC(=O)c4cccs4)nc3N2)cc1 (stereo not given)
    -6.2%, 7%, 0%, /, 12%, 18%, 1226, 1.1, 11%, 0.26
COc1cc(NC(=O)Cn2ncc3c2-c2ccccc2OC3)cc(OC)c1OC
    -0.8%, 9%, 14%, 0.1%, -3%, -1%, 977, 0.8, 0.6%, 0.26
O=C(COC(=O)c1cc([N+](=O)[O-])ccc1NCCO)c1ccc(Cl)cc1
    0.4%, 16%, 1%, -0.6%, 10%, -4%, 1507, 1, 4.5%, 1
CC1CCCC(NC(=O)C2N(CCCN3CCCC3)C(=O)C3C(C(=O)Nc4ccc(Cl)cc4)C4C=CC32O4)C1C (stereo not given)
    /, /, -10%, 0.4%, /, 2%, /, /, -0.3%, /
COc1ccc(C(=O)N/C(=C\c2cc(OC)c(OC)cc2[N+](=O)[O-])C(=O)NCC(=O)O)cc1
    -1.5%, 26%, 5%, -0.3%, 5%, -7%, 1484, 1.1, 4.5%, 0.5
Cc1ccc(-c2ccccc2NC(=O)CCl)o1
    -0.5%, -11%, 0%, 0.3%, -4%, -2%, 1343, 1.1, 1.0%, 0.84
CC(C)(C)c1ccc(OCC(=O)NCCN2CCCC2)cc1
    6.5%, -2%, 6%, /, 4%, 7%, 774, 1, 0.7%, 1.2
O=C(Nc1ccn(C2CC(OC(=O)c3ccccc3)C(CO)O2)c(=O)n1)c1ccccc1 (stereo not given)
    -0.1%, -9%, -1%, -0.4%, -2%, -8%, 1492, 1.1, 1.0%, -0.6
O=[N+]([O-])c1ccc(/C=N/n2c(C3CCCCC3)n[nH]c2=S)cc1
    -1.2%, 10%, 4%, 1.2%, 13%, 1%, 1314, 0.6, 0.6%, -0.04
CCCOC(=O)c1ccc(NC(=O)CSC2=Nc3ccccc3C3CC=NN23)cc1 (stereo not given)
    -0.6%, 7%, 7%, 0.1%, 10%, -9%, /, 1.1, 1.6%, /
N#CC1=C(N)N(c2ccccc2C#N)C2=C(C(=O)CCC2)C1c1ccsc1 (stereo not given)
    -1.2%, 20%, 5%, 0.6%, 20%, 11%, 1298, 1, 5.0%, -0.59
O=C(O)c1ccc(NCc2ccncc2)cc1
    -1.6%, -14%, -31%, -0.3%, -14%, -7%, /, 1.1, 0.6%, /
C#CCOc1c(Br)cc(/C=N/O)cc1OCC
    -0.7%, -10%, /, 0.7%, -8%, 10%, /, 1.1, 5.5%, /
CC(/C=N/NC(=O)c1cccs1)=C\c1ccco1
    -2.6%, 40%, 2%, -0.7%, -22%, -9%, 1235, 1, 4.8%, -0.3

# Next records
# Each structure is followed by: ER stress rescue, PMI inhibition, Large T inhibition, West Nile virus CPE, human PMI inhibition, PhoP inhibition, Insulin prom up cell count, TNAP activators, RSV CPE inhibition, Insulin prom up
CCOC(=O)C1CCN(C(=O)Nc2ccc(NC(=O)C3CCN(C(=O)OCC)CC3)cc2)CC1
    -2.8%, 1%, 6%, 0.0%, 6%, -16%, 1376, 1.1, 1.5%, -0.35
CCOC(=O)CCCNC(=O)COC(=O)c1cccc(F)c1
    -0.3%, -8%, 17%, 2.5%, -6%, 1%, 1201, 1.1, -1.0%, 0.51
COc1ccc(CCNc2nc(-c3ccc(O)cc3)cs2)cc1OC
    /, /, 12%, -0.1%, /, 5%, /, /, 13%, /
CCN(Cc1ccccc1)C(=O)Cc1c[nH]c2ccccc12
    /, /, 2%, -0.8%, /, 8%, /, /, 4.4%, /
O=[n+]1cc(-c2ccc(Br)cc2)n([O-])c2c1CCC2
    -0.4%, -28%, 6%, -0.4%, -22%, -8%, 1323, 1, 0.5%, 0.67
CC(O)c1cccc(N=Cc2ccc3ccccc3c2O)c1 (stereo not given)
    /, /, 27%, -0.3%, /, 2%, /, /, 0.8%, /
CCN(CC)c1ccc2c(C)c(CO)c(=O)oc2c1
    -2.6%, 11%, 9%, -0.4%, -2%, 2%, 1313, 1.3, 27%, -0.74
CC1=NNC(=O)C1CCC(=O)N/N=C(\C)c1ccc(Cl)cc1 (stereo not given)
    /, /, 15%, 0.6%, /, -7%, 1095, /, 0.6%, 0.2
COc1ccc(C(C2C(=O)CC(C)(C)CC2=O)C2C(=O)CC(C)(C)CC2=O)cc1COCC(F)(F)F
    0.4%, -17%, 16%, -1.1%, -17%, -10%, 1377, 1, 1.7%, 0.31
Cc1cc(C)nc(NC(=O)c2cc(-c3ccc4c(c3)OCO4)nc3ccccc23)c1
    /, /, 22%, 0.6%, /, 17%, /, /, 1.8%, /
CCC(=O)n1nc(-c2cccnc2)nc1NCc1ccccc1
    -5.1%, 0%, 5%, 0.4%, 1%, 3%, 1311, 0.9, /, 0.22
O=C(CCS(=O)(=O)c1cccs1)Nc1ccc(C(=O)NC2CCN(Cc3ccccc3)CC2)cc1
    3.1%, 0%, 16%, -0.3%, -1%, -8%, 1258, 1, -0.1%, 0.72
Cc1cccc(C(=O)NCC(=O)Nc2ccc(S(=O)(=O)Nc3nc(C)cc(C)n3)cc2)c1
    -1.6%, -9%, 0%, 0.9%, -6%, 8%, 1569, 1.2, 2.0%, 0.13
CCN1C(=O)S/C(=C/c2cn(C)c3ccccc23)C1=O
    0.6%, 9%, 1%, -1.2%, 9%, -7%, 1257, 1, 5.2%, 0.13
COc1ccc(-c2cnnc(N/N=C/c3ccc(OC)c(OC)c3)n2)cc1
    -5.8%, 11%, 2%, 0.3%, 11%, 11%, /, 1.2, 4.4%, /
CCCS(=O)(=O)N1CCC(C(=O)NCCc2ccccc2)CC1
    -1.1%, 5%, 1%, 0.2%, 3%, 4%, 1933, 1.2, 1.8%, -0.26
CN(C)CC1CCCCC1OC(=O)/C=C/c1ccc(Cl)cc1Cl (stereo not given)
    -3.1%, -11%, 6%, -0.4%, -18%, -10%, 1229, 1, -1.7%, -0.32
CC(C(=O)Nc1cc(Cl)cc(Cl)c1)N1CCCC1 (stereo not given)
    /, /, 2%, -0.5%, /, 17%, /, /, -1.2%, /

# Grouped by structure, the entries above with a Cl atom
# Each structure is followed by: ER stress rescue, PMI inhibition, Large T inhibition, West Nile virus CPE, human PMI inhibition, PhoP inhibition, Insulin prom up cell count, TNAP activators, RSV CPE inhibition, Insulin prom up
CC(Oc1ccc(Cl)cc1Cl)C(=O)Nc1ccc2oc(-c3ccncc3)nc2c1 (stereo not given)
    -1.9%, 17%, 25%, -1.1%, 16%, -11%, 1312, 1.1, 12%, 1.2
O=C(COC(=O)c1cc([N+](=O)[O-])ccc1NCCO)c1ccc(Cl)cc1
    0.4%, 16%, 1%, -0.6%, 10%, -4%, 1507, 1, 4.5%, 1
CC1CCCC(NC(=O)C2N(CCCN3CCCC3)C(=O)C3C(C(=O)Nc4ccc(Cl)cc4)C4C=CC32O4)C1C (stereo not given)
    /, /, -10%, 0.4%, /, 2%, /, /, -0.3%, /
Cc1ccc(-c2ccccc2NC(=O)CCl)o1
    -0.5%, -11%, 0%, 0.3%, -4%, -2%, 1343, 1.1, 1.0%, 0.84
CC1=NNC(=O)C1CCC(=O)N/N=C(\C)c1ccc(Cl)cc1 (stereo not given)
    /, /, 15%, 0.6%, /, -7%, 1095, /, 0.6%, 0.2
CN(C)CC1CCCCC1OC(=O)/C=C/c1ccc(Cl)cc1Cl (stereo not given)
    -3.1%, -11%, 6%, -0.4%, -18%, -10%, 1229, 1, -1.7%, -0.32
CC(C(=O)Nc1cc(Cl)cc(Cl)c1)N1CCCC1 (stereo not given)
    /, /, 2%, -0.5%, /, 17%, /, /, -1.2%, /
